Screens: PubChem BioAssay, several laboratories
HCT116 PTEN-null – PTEN-deleted cell growth suppression. HCT116 PTEN-null viability, CellTiter-Glo, 60 h; hits give low values. viability, % at 10 µM. actives 1.2% (n = 140,000). AID 827;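 active = viability at or below a set limit, 4 SD under the median of all tested compounds, cut at about 3.7% in these data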;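 also: PTEN knockout HCT116 line with beta catenin targeted HCT116 as companion control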
bCat KO growth – beta-catenin-lacking colon tumor cell growth suppression; actives 1.5% (n = 140,000); HCT116 beta-catenin knockout viability, CellTiter-Glo, 60 h; hits give low values; viability, % at 10 µM;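 active = viability at or under a set limit, the compound median less 4 SD, cut at about 6% in these data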;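 also: 0% = Hyamine 1622 control at 20 µM and 100% = untreated cell control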
Phagocyt inh – blocks phagocytosis by macrophages. J774A.1 macrophage IgG-bead phagocytosis, imaging. inhibition, % at 5 µM. actives 0.07% (n = 110,000). AID 1029;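 active = inhibition above the mean of the plate negative controls plus 5 SD, cut at about 13% in these data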;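 also: phagocytic index as fraction of beads internalized from green versus red external bead signal; plate controls were DMSO negative control for no effect and cytochalasin-D positive control for full effect; some results beyond the cut were filed as inactive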
E-sel TNF inh – blocks E-selectin expression induced by TNF alpha. HUVEC TNFa-induced E-selectin immunofluorescence, high content. inhibition, % at 2 µM. actives 0.71% (n = 120,000). AID 1246;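 active = inhibition above the batch mean plus 3 SD, and confirmed as a hit on visual image review, cut at about 43% in these data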;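 also: 0% = TNF-stimulated DMSO wells and 100% = unstimulated control wells; not every result past the cut was called active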
NPY Y2 blocker – antagonists of human neuropeptide Y receptor Y2; P49146; NPY-Y2 expressing cells, antagonist mode; inhibition, % at 2.7 µM; actives 0.99% (n = 140,000); AID 793; in the data active = inhibition above about 17%;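 also: 0% = vehicle with agonist challenge and 100% = reference antagonist with challenge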
Target sequence (P49146 whole entry, looked up): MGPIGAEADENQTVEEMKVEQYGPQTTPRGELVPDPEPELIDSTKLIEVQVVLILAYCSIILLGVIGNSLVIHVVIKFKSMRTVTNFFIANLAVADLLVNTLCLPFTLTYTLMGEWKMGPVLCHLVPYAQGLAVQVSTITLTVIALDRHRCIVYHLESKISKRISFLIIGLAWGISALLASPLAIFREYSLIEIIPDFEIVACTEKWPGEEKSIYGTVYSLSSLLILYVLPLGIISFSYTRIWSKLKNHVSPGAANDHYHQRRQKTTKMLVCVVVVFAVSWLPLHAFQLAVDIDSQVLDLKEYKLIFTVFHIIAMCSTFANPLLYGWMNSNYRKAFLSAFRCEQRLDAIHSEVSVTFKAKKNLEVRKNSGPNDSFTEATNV
GALR2 antag – GALR2 (human) receptor antagonism; inhibition, % at 4 µM; AID 828; actives 0.39% (n = 140,000); GALR2-expressing cells, antagonist mode; O43603; in the data active = inhibition above about 27%;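 also: cells stimulated with galanin 1-16 at roughly its EC80; 0% = agonist challenge control and 100% = basal control without agonist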
Target sequence (O43603 whole entry, looked up): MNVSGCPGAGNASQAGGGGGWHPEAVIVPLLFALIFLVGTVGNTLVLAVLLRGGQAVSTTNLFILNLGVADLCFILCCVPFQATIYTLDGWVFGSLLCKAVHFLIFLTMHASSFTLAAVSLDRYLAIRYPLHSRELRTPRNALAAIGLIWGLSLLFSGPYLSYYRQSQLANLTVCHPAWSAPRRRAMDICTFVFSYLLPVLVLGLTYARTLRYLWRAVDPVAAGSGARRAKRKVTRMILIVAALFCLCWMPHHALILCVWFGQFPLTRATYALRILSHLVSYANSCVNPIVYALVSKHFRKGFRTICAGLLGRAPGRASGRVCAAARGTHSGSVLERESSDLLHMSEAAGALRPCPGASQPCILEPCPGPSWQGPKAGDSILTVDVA
Measles CPE – protection of cells from measles virus; Measles virus-infected cells, CPE protection, absorbance; AID 841; protection (pct of control), % at 4 µM; actives 1.5% (n = 140,000); in the data active = protection mostly above about 24%, no sharp cut-off; inactive = mostly below about 26%; also: some compounds called inactive have numbers as strong as hits
MRP1 act – MRP-1 activation; H69AR cells + doxorubicin, viability rescue, CellTiter-Glo; viability increase, % at 10 µM; actives 0.61% (n = 140,000); AID 799;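 active = viability gain under doxorubicin at or above a set limit, the compound median plus 3 SD, cut at about 4.7% in these data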;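 also: MRP-1 overexpressing cells given doxorubicin 25 µM after compound pretreatment; 18-22 h compound pretreatment then 72 h with doxorubicin before readout; 0% = doxorubicin-only wells and 100% = vehicle-treated cells without doxorubicin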
Yeast growth inh – chemicals that inhibit yeast BB579 growth in restrictive medium (lifespan-shortening candidates); actives 0.51% (n = 140,000); S. cerevisiae BB579 growth, OD615, 48 h; inhibition, % at 10 µM;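 active = inhibition above a set limit, 3 SD over the mean compound inhibition, cut at about 44% in these data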; also: inactives centre near -24
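Test system: S. cerevisiae DeaD strain BB579 yeast; Medium: restrictive CSMM-D medium; Compound: one dose, 10 µM compound with 0.25% DMSO; Incubation: 4 h cell preincubation, 48 h compound exposure, 30 °C humidified; Signal: OD at 615 nm; Benchmarks: amphotericin B at 10 µg/mL as positive control.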
Yeast lifespan up – extends the lifespan of yeast; S. cerevisiae growth with nicotinamide, OD615; deaD strain in restrictive glucose medium; inhibition of the nicotinamide effect, % at 10 µM; actives 0.68% (n = 130,000); AID 775;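 active = inhibition above a set limit, placed 3 SD over the median of all compounds, cut at about 26% in these data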;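 also: 0% = nicotinamide-treated wells and 100% = cells grown without nicotinamide; some compounds called inactive have numbers as strong as hits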
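Assay system: engineered S. cerevisiae DeaD replicative-lifespan strain, galactose-grown log-phase cells; Buffer or medium: CSMM-D glucose medium, restrictive; Probe or stimulus: nicotinamide 1.5 mM; Compound: single dose 10 µM compound, 0.25% DMSO; Schedule: 4 h preincubation then 48 h treatment at 30 °C; Technique: OD615 measurement.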
Starred values were filed as active, the others as inactive; x = no result given. Rows are unselected. Share with any hit: about 6.4%.

SMILES | HCT116 PTEN-null | bCat KO growth | Phagocyt inh | E-sel TNF inh | NPY Y2 blocker | GALR2 antag | Measles CPE | MRP1 act | Yeast growth inh | Yeast lifespan up
O=C(O)c1cccc(-c2nnn(Cc3ccccc3)n2)c1 | 108 | 102 | x | -27 | -1 | 2 | 2 | -1.7 | -34 | x
Cc1c(Br)c([N+](=O)[O-])nn1C(C)C(=O)NCc1cccs1 (stereo unspecified) | 100 | 103 | 1 | -32 | 2 | 1 | 3 | -1.3 | -2 | -16
CCc1nnc(NC(=O)CSc2nnc(-c3cccnc3)n2CCc2ccccc2)s1 | 83 | 91 | -1 | -3 | 5 | -2 | 9 | -1.3 | -10 | -15
COc1cccc(C(=O)NNC(=S)NC2CCCCC2)c1 | 99 | 97 | -9 | x | 1 | 1 | 25* | -0.1 | -10 | -3
COc1ccc(CCSc2nnc(C3CCCCC3)n2N)cc1 | 82 | 88 | x | 3 | 7 | -6 | 5 | -3.5 | -26 | -3
Cn1c(=O)[nH]c(=O)c2c1nc(NC1CCCCC1)n2Cc1ccccc1 | 88 | 88 | -2 | x | 0 | -6 | 5 | -2.8 | -12 | -4
COC(=O)Nc1ccc(S(=O)(=O)N2CCCC(C(=O)Nc3cccnc3)C2)cc1 (stereo unspecified) | 101 | 103 | 0 | 1 | 2 | -3 | 13 | -1.6 | 2 | 7
CCn1c(CSc2nnc3ccccn23)nc2cc(C(=O)O)ccc21 | 102 | 99 | 0 | 4 | 4 | 4 | 19 | 2.8 | -19 | -17
Nc1cc(C(F)(F)F)cc2c1SCC(=O)N2 | 84 | 83 | -7 | 0 | 0 | -9 | 4 | -1.1 | -20 | -7
O=C(c1ccccc1)C(CCC(CN1CCOCC1)C(=O)c1ccccc1)CN1CCOCC1 (stereo unspecified) | 1.9* | 1.9* | 2 | 10 | 4 | 8 | 1 | -5.6 | -32 | 36
COc1ccc(/C=C2\SC(N3CCc4ccccc4C3)=NC2=O)cc1OC | 99 | 96 | -5 | x | 9 | 1 | 24 | -2.3 | -7 | -3
COc1ccc(Nc2nc(CN3CCOCC3)nc3sc4c(c23)CCC(C)C4)cc1OC (stereo unspecified) | 61 | 57 | -3 | 22 | 11 | 9 | 6 | -3.2 | -11 | 1
Cc1ccc(O)c(N=Cc2ccc(C)s2)c1 | 84 | 75 | 2 | x | -2 | 0 | 8 | -1.1 | 11 | 5
O=C(NCCN1CCOCC1)c1ccc(Cl)c(S(=O)(=O)N2CCCCCC2)c1 | 74 | 62 | 2 | -24 | 1 | 5 | 4 | -0.1 | 25 | -9
c1ccc(-c2cnn3c(-c4ccccc4)c(-c4ccccc4)nc3n2)cc1 | 41 | 46 | -5 | -3 | 2 | 12 | 1 | -3.8 | -29 | 4
CC/C(=C\C(=O)c1ccncc1)Nc1ccc(O)cc1 | 97 | 93 | -1 | -10 | 1 | 9 | 4 | -1.9 | 7 | -7
CC1(c2cnc(Nc3ccccc3)s2)CCC(=O)O1 (stereo unspecified) | 100 | 94 | 0 | -30 | 0 | 10 | 8 | 0.1 | -26 | -7
Cc1ccc(C)c(Oc2nnnn2-c2ccccc2)c1 | 88 | 97 | -2 | -30 | 1 | -7 | 13 | -1.6 | -28 | -18
N/C(=N\OS(=O)(=O)c1ccc(Cl)cc1)c1cccnc1 | 99 | 100 | 5 | 4 | 3 | 4 | 6 | -0.7 | -3 | -2
Cc1ccc(SCCNS(=O)(=O)c2ccc(F)cc2)cc1 | 58 | 61 | -1 | -7 | 10 | -7 | 6 | -0.9 | -19 | -2
CCCS(=O)(=O)n1nc(-c2ccc(Br)cc2)cc1N | 80 | 85 | 0 | 2 | 3 | -4 | 7 | -3.0 | -1 | -4
CN(C)c1nc(Oc2ccc(=O)n(-c3ccccc3)n2)nc(N2CCOCC2)n1 | 99 | 104 | 0 | -7 | 5 | 18 | 15 | -3.0 | -1 | -19
CC(Sc1nnc(CNc2cccc3ccccc23)n1-c1ccccc1)C(=O)N/N=C/c1ccco1 (stereo unspecified) | 89 | 90 | -5 | -28 | 1 | 4 | 27 | -2.4 | -15 | -17
Cc1nc2n(n1)C(c1ccccc1)C1=C(CC(c3ccco3)CC1=O)N2 (stereo unspecified) | 107 | 109 | 3 | x | 3 | 0 | 4 | -2.1 | -12 | -11
CCOC(=O)c1c(C)nc2sc3c(=O)n(-c4ccc(C(C)=O)cc4)nnc3c2c1-c1ccc(Cl)cc1 | 36 | 45 | x | 3 | 2 | -7 | 7 | -4.0 | -1 | -17
O=C(CCn1c(=O)[nH]c2ccsc2c1=O)N1CC(=O)N(CCc2ccccc2)C(=O)C1 | 105 | 98 | 0 | x | 3 | -7 | 13 | -0.4 | -33 | -9
CCOc1ccc(C2Sc3ccccc3NC3=C2C(=O)OC3)cc1 (stereo unspecified) | 80 | 83 | -2 | -23 | -1 | -15 | 8 | -3.9 | -16 | -4
COc1ccc(NC(=O)c2c(Cl)n(C)c3ccccc23)cc1 | 33 | 36 | -2 | -29 | 6 | 7 | 5 | -5.5 | -31 | -20
O=P(O)(c1ccc(Cl)cc1)c1ccc(Cl)cc1 | 95 | 103 | 1 | -10 | 2 | -10 | 5 | -1.3 | -44 | -16
Cc1c(-c2nn(C)c(=O)c3ccccc23)oc2ccc(F)cc2c1=O | 96 | 102 | 0 | -57 | 2 | -4 | 8 | -0.3 | -63 | -12
Oc1c(I)cc(Cl)c2cccnc12 | 8 | 18 | x | x | 9 | 5 | 17 | -3.1 | 98* | -9
O=S(=O)(O/N=C1\CCCc2ccccc21)c1ccc(Cl)cc1 | 108 | 101 | 6 | x | 3 | -4 | 12 | 0.1 | -76 | 2
CN1CCc2c(sc3c2c(=O)n(-c2ccccc2)c2nnc(SCc4ccccc4)n32)C1 | 83 | 90 | -3 | -27 | 2 | -8 | 22 | -0.8 | -65 | 0
Cc1cc(C)cc(N2C(=O)C3CC=CCC3C2=O)c1 (stereo unspecified) | 83 | 84 | 0 | -15 | -2 | -3 | 44* | -2.7 | -16 | -16
COc1ccc(OC)c(C2SCCN2S(=O)(=O)c2cccc(C(F)(F)F)c2)c1 (stereo unspecified) | 80 | 74 | -1 | 0 | 5 | 0 | 4 | -0.6 | -26 | 2
COCCN1C(=O)c2oc3ccccc3c(=O)c2C1c1ccc(C(=O)OC)cc1 (stereo unspecified) | 92 | 101 | 0 | -34 | 3 | 16 | 27 | -1.9 | 20 | -3
CC(=O)Oc1ccc(-c2nc(-c3cccnc3)no2)cc1 | 93 | 86 | x | -5 | -2 | 4 | 25 | -1.4 | -31 | -11
O=C(CSc1nc2ccccc2o1)Nc1nc2ccc(Br)cc2s1 | 102 | 96 | 0 | -12 | 2 | -12 | 25 | 0.1 | -71 | -9
O=C(Nc1ccc2c(c1)oc1ccccc12)c1ccc(Br)o1 | 90 | 90 | 0 | x | 0 | -1 | 13 | 1.2 | -55 | -13
Cc1ccc(Cn2c(NCCCn3ccnc3)nc3c2c(=O)n(C)c(=O)n3C)cc1 | 105 | 87 | -1 | x | 1 | 9 | 11 | -0.5 | -33 | 4
CNC(=O)c1ccc(-c2ccc(F)cc2)s1 | 84 | 75 | -2 | 19 | -2 | 1 | 5 | -0.3 | 19 | -17
Cc1ccc(/C(C#N)=C\c2ccc(N3CCOCC3)o2)cc1 | 69 | 54 | 1 | 10 | 2 | 44* | 11 | -4.4 | -7 | -25
N#Cc1c(NC(=O)CSc2nnc(-c3ccccc3O)n2-c2ccccc2)sc2c1CCCC2 | 56 | 59 | 0 | 7 | -1 | 5 | 1 | -1.8 | -47 | -18
COc1ccc(Cc2nnc(SC)[nH]c2=O)cc1 | 106 | 107 | 0 | x | 2 | -12 | 18 | -0.7 | -3 | -10
Cc1ccc(C(=O)Nc2ccn(Cc3ccc(F)cc3)n2)o1 | 91 | 85 | -6 | x | 1 | -1 | 17 | 0.3 | -8 | -4
COc1ccc(C(=O)NCc2nnc(SCC(=O)N3CCc4ccccc43)o2)cc1OC | 94 | 99 | x | -23 | -2 | 4 | 10 | -3.5 | -4 | -18
CNCc1ccccc1Sc1cc(O)ccc1O | 69 | 75 | -8 | 10 | 4 | 1 | 5 | -0.1 | -3 | -3
COc1cc(NS(=O)(=O)c2ccc(N/C=C\C(=O)c3ccc(F)cc3)cc2)nc(OC)n1 | 95 | 93 | -7 | -16 | 0 | -2 | 10 | -1.1 | -9 | 1
CCC(=O)Oc1ccc(C2N(C(=O)CC)CCN2S(=O)(=O)c2ccc(C)cc2)cc1OC (stereo unspecified) | 95 | 96 | 0 | x | 3 | -1 | 25 | -1.9 | -6 | -6
Cn1c(=O)[nH]c(=O)c2c1nc(Br)n2CC(O)COCc1ccccc1 (stereo unspecified) | 100 | 97 | 1 | 13 | 1 | 9 | 4 | -0.1 | -11 | -2

The list goes on; it opens with the 2 that closed the last part.
SMILES | HCT116 PTEN-null | bCat KO growth | Phagocyt inh | E-sel TNF inh | NPY Y2 blocker | GALR2 antag | Measles CPE | MRP1 act | Yeast growth inh | Yeast lifespan up
CCC(=O)Oc1ccc(C2N(C(=O)CC)CCN2S(=O)(=O)c2ccc(C)cc2)cc1OC (stereo unspecified) | 95 | 96 | 0 | x | 3 | -1 | 25 | -1.9 | -6 | -6
Cn1c(=O)[nH]c(=O)c2c1nc(Br)n2CC(O)COCc1ccccc1 (stereo unspecified) | 100 | 97 | 1 | 13 | 1 | 9 | 4 | -0.1 | -11 | -2
CC(=O)NC(=S)c1c(N)n(Cc2ccccc2)c(=O)n(C)c1=O | 83 | 86 | -3 | 43 | 5 | 3 | 4 | -3.7 | 4 | -3
COc1ccc(S(=O)(=O)N2CCC(C(=O)NCc3ccccn3)CC2)cc1OC | 93 | 97 | 0 | 13 | -2 | 12 | 8 | -0.8 | 13 | -3
CCOC(=O)c1ccoc1CSCC(=O)N1CCN(S(=O)(=O)c2ccc(C)cc2)CC1 | 79 | 89 | 0 | x | 5 | 16 | 4 | -2.7 | -38 | -11
CCC(=O)c1cc(F)c(N2CCN(C(=O)c3ccco3)CC2)cc1C | 83 | 69 | 0 | 9 | 4 | 0 | 5 | -2.8 | -17 | -14
Cc1ccc(C(=O)n2nc(-c3cccnc3)nc2N)cc1 | 98 | 93 | -1 | 4 | 3 | -6 | 4 | -1.2 | 6 | -7
CC1CN(C(=O)C2(C)CC2(Cl)Cl)CC(C)O1 (stereo unspecified) | 103 | 95 | -4 | -1 | 0 | -13 | 3 | -1.0 | -18 | 1
O=C(O)C1C(c2ccccc2)C(C(=O)Oc2ccccc2)C1c1ccccc1 (stereo unspecified) | 93 | 86 | -1 | 17 | 3 | -4 | 11 | -1.0 | -62 | -8
Cc1cc(C)n(-c2nc3c(c(=O)n(C)c(=O)n3C)n2C)n1 | 106 | 99 | -2 | -27 | 1 | 12 | 14 | -0.2 | -12 | -3
CCCCOC(=O)Nc1nnc(/C=C/c2ccc(OC)cc2)s1 | 90 | 96 | -14 | x | 12 | 6 | 2 | -1.2 | -30 | 2
